# AmpC detergent: qHTS Inhibitors of AmpC Beta-Lactamase (assay with detergent). hit rate 0.041% among 370,000. P00811. AmpC hydrolysis of nitrocefin, absorbance 480 nm, 0.01% Triton. Potency, µM (highest dose often 114 µM), inactives show at the highest dose activity change, negative = inhibition, hits mostly inhibitors;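 also: potency is read from the fitted curve at half-maximal effect; 0% = no-compound wells and -100% = no-enzyme wells; nearly all actives have a fitted effect of over 25% in size; some results filed as inactive show a strong effect at the top dose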
# Target sequence (P00811 whole entry, looked up): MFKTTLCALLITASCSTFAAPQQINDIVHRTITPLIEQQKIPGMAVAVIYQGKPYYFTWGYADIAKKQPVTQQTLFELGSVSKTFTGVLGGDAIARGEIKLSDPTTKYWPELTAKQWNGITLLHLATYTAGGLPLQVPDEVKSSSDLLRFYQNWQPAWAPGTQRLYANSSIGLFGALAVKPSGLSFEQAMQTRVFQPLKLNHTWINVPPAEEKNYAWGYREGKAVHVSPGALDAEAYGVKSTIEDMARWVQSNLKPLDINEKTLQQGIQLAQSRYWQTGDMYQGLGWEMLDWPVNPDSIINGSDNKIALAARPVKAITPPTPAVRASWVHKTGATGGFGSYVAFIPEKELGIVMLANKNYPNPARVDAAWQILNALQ
#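 20 mM phosphate pH 7.0 + 0.01% (detergent screen) or 0.0001% Triton X-100; 5.3 nM AmpC reagent; cpd preinc 15 min RT; nitrocefin (800 uM stock) to start; A480 q20 s × 4 min; Activity was normalised to no-enzyme and no-compound control wells.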
# HCV inhibitor: qHTS Assay for Inhibitors of Hepatitis C Virus (HCV); Huh7.5.1 HCVcc-Cre infection, luciferase reporter, 44 h; Potency, µM (doses to about 41.8 µM), inactives show top-dose activity change, negative = inhibition, actives largely listed as inhibitors; hit rate 3.4% among 340,000; also: potency is read from the fitted curve at half-maximal effect
#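 Antiviral activity was scored by luciferase reporter output from cells infected with HCVcc-Cre (~0.5 moi) in presence of compound, 44 h infection period, cells seeded 1,000/well 4 h prior.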
# LmPK inh: qHTS Assay for Inhibitors of Leishmania Mexicana Pyruvate Kinase (LmPK). Potency, µM (top dose mostly 57.5 µM), without a hit: at the top dose activity change, negative = inhibition, hits mostly inhibitors. AID 1721, 2009. Q27686. purified LmPK, Kinase-Glo ATP luminescence, 1 h. hit rate 0.37% among 290,000; also: potency is read from the fitted curve at half-maximal effect
# Target sequence (Q27686 whole entry, looked up): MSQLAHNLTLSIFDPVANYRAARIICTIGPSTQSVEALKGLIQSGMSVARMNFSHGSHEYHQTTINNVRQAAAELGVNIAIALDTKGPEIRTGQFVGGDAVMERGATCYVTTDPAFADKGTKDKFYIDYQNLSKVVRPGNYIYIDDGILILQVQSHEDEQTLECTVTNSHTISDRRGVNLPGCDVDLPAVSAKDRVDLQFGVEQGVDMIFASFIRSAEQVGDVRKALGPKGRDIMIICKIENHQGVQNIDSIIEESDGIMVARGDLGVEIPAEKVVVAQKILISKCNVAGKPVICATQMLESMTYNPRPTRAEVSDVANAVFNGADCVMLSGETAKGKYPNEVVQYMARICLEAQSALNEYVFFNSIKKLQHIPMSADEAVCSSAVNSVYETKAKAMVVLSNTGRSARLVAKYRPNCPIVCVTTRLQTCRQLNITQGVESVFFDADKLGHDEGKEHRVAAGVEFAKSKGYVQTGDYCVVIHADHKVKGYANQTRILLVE
#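 0.1 nM LmPK, 0.5 mM PEP, 0.1 mM ADP; 50 mM imidazole pH 7.2, 7 mM MgCl2, 50 mM KCl; 1 h RT. Kinase-Glo luminescence readout, normalized to no-enzyme (full inhibition) and uninhibited wells.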
# HCMV inh: qHTS Assay for inhibitors of the human cytomegalovirus (HCMV) | activity change, negative = inhibition, % at 57.5 µM | hit rate 4.5% among 410,000 | AID 1259415, 2018 | HFF cells, HCMV-luciferase reporter, 72 h; active compounds read low; in the data active = activity change below about -60%; inconclusive = no clear call, values can overlap the other calls; inactive = above about -39%
#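 Inhibition of viral replication was scored as loss of reporter luminescence in HFFs infected with HCMV-luciferase (MOI 1 PFU/cell) for 72 h; compounds tested at 2 doses, normalized to buffer and Salinomycin controls.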
# AmpC inh no detg: qHTS Inhibitors of AmpC Beta-Lactamase (assay without detergent). hit rate 0.52% among 330,000. AmpC nitrocefin hydrolysis, absorbance 480 nm, 0.0001% Triton. Potency, µM (titrated, usually from 57.1 µM), inactives show top-dose activity change, negative = inhibition, usual class: inhibitors. P00811;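 also: potency is read from the fitted curve at half-maximal effect; plate controls were no compound for no effect and no enzyme for full effect; nearly all actives have a fitted effect of over 20% in size; some results filed as inactive show a strong effect at the top dose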
#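 20 mM phosphate pH 7.0 + 0.01% (detergent screen) or 0.0001% Triton X-100; 5.3 nM AmpC reagent; cpd preinc 15 min RT; nitrocefin (800 uM stock) to start; A480 q20 s × 4 min; Activity was normalised to no-enzyme and no-compound control wells.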
# AMA1 RON2 block: qHTS for Inhibitors of AMA1-RON; Towards Development of Antimalarial Drug Lead: Primary Screen; Plasmodium falciparum AMA1 (3D7) - RON2 peptide interaction; Potency, µM (highest dose often 58.2 µM), for inactives: at the top dose activity change, negative = inhibition, usual class: inhibitors; AID 720542, 2013; hit rate 0.2% among 360,000; AlphaScreen AMA1-biotinylated RON2 peptide binding;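 also: potency is read from the fitted curve at half-maximal effect; 0% = vehicle wells and -100% = peptide control; nearly all actives have a fitted effect of over 45% in size; some results filed as inactive show a strong effect at the top dose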
#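 AMA1 (3D7) with his tag at 25 nM final met compounds first, then biotinylated RON2 peptide at 25 nM; detection used donor plus acceptor beads, 10 µg/mL apiece, read by AlphaScreen after 30 min at room temperature.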
# TbPYK inhibitor: qHTS of Trypanosoma Brucei Inhibitors; Potency, µM (top dose mostly 76.8 µM), for the others: top-dose activity, negative = inhibition, hits mostly inhibitors; TbPYK enzyme, Kinase-Glo Plus ATP luminescence, 45 min; hit rate 0.12% among 410,000; pyruvate kinase (Trypanosoma brucei), Q57TT1; AID 624173, 2012; also: potency is read from the fitted curve at half-maximal effect; nearly all actives have a fitted effect of over 50% in size
#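 Activity of T. brucei pyruvate kinase was followed by Kinase-Glo Plus luminescence after the enzyme reacted 45 min at room temperature with 130 uM ADP (final) and substrate. Test compounds were added before ADP at multiple concentrations.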
# * = called active by the depositor; ? = inconclusive; . = not tested or not shown; [ ] = dose if it differs, or a comment. Unless noted, calls follow the shape of the dose curve; as a rule, active = well fitted curve in the direction sought with a large enough effect; inconclusive = small, poorly fitted or top-dose-only effect, or another doubt; inactive = no such curve, though single readings can be large; an effect the other way counts as inactive or inconclusive. Unless noted, % is scaled to controls: 0 for no effect and ±100 for the full control effect. Compounds as they come, and some 7.5% of all compounds hit somewhere here.
SMILES,AmpC detergent,HCV inhibitor,LmPK inh,HCMV inh,AmpC inh no detg,AMA1 RON2 block,TbPYK inhibitor
CCCn1c(SCC(=O)NCc2ccc(Cl)cc2)n[nH]c1=O,-3%,7%,-2%,19,-14%,-8%,-4%
COc1cc(CC(NC(C)=O)C(=O)NC2CCN(c3c(Cc4ccccc4)c(C)nc4ncnn34)CC2)cc(OC)c1 (stereo not drawn),-20%,11%,1%,-9,57%,-10%,7%
C[C@H](CO)N1C[C@H](C)[C@H](CN(C)S(=O)(=O)c2cccc(F)c2)Oc2ncc(-c3cccc(C(=O)N(C)C)c3)cc2C1=O,.,.,.,16,.,0%,2%
CCn1c2c(c(=N)c3c1CCC3)CCCC2,-2%,-16%,-4%,-67*,2%,-7%,4%
COc1ccc(C(=O)COC(=O)[C@@H](NS(=O)(=O)c2ccccc2)C(C)C)cc1,.,-5%,.,-19,-21%,6%,6%
O=C(CCN1C(=O)C2C3C=CC(C4CC34)C2C1=O)Oc1ccccc1 (stereo not drawn),9%,-1%,-3%,-9,15%,-1%,-4%
O=C(Nc1oc2ccccc2c(=O)c1-c1ccc(Br)cc1)c1ccco1,-1%,-2%,1%,-27,-58%,4%,-5%
CC(=O)c1ccc(OC(=O)c2nc(-c3ccccc3)oc2C)cc1,2%,1%,1%,-31,-13%,-28%,-7%
CC1CN(O)C2CCc3c(no[n+]3[O-])C12O (stereo not drawn),1%,10%,-9%,-10,.,-25%,-3%
Cc1nc2c(cc1NC(=O)c1ccccc1)nc(C)n2Cc1ccccc1,-16%,5%,-3%,-13,1%,-10%,0%
c1ccc(Oc2nc(-c3cccnc3)nc3ccccc23)cc1,4%,?,-2%,8,65%[activator],-3%,4%
COc1ccc(NC(=O)c2cnn(-c3ccc(C)cc3)c2-n2cccc2)cc1Cl,20%,.,.,?,.,.,1%
O=C(NC1CCCCC1)C(c1cccs1)N(C(=O)Cc1c[nH]c2ccccc12)c1ccc(F)cc1 (stereo not drawn),-10%,16%,1%,-30,-27%,13%,.
CCC1CCCCN1CCCNC(=O)c1ccc2c(=O)n(Cc3ccc(OC)cc3)c(=O)[nH]c2c1 (stereo not drawn),-15%,14µM*,7%,10,-10%,-7%,5%
N/C(=N\OC(=O)c1ccco1)c1cccnc1,-5%,-3%,-10%,-18,0%,6%,1%

# Entries listed so far that have a furan ring, fused or not, in the order listed:
SMILES,AmpC detergent,HCV inhibitor,LmPK inh,HCMV inh,AmpC inh no detg,AMA1 RON2 block,TbPYK inhibitor
O=C(Nc1oc2ccccc2c(=O)c1-c1ccc(Br)cc1)c1ccco1,-1%,-2%,1%,-27,-58%,4%,-5%
N/C(=N\OC(=O)c1ccco1)c1cccnc1,-5%,-3%,-10%,-18,0%,6%,1%

# Other entries:
SMILES,AmpC detergent,HCV inhibitor,LmPK inh,HCMV inh,AmpC inh no detg,AMA1 RON2 block,TbPYK inhibitor
O=C(NC(=S)NNC(=O)c1ccccc1F)c1cccnc1,8%,15%,-6%,35,-12%,-7%,-22%
O=C(CCN1CCc2ccccc2C1)Nc1ccc(F)c(F)c1,4%,?,3%,0,-7%,-11%,2%
Cc1ccc(NC2CCCN(C(=O)CCC(=O)c3ccccc3)C2)cc1C (stereo not drawn),-10%,3%,-14%,3,185%[activator],56%[activator],-10%
COc1ccc(/C=N/NC(=O)C2c3ccccc3-c3ccccc32)cc1,-18%,?,4%,?,-33%,23%,-3%
COC(=O)C1=C/CCCN(C(c2ccccc2)c2ccccc2)/C=C\1C(=O)OC,.,.,.,-39,.,0%,9%
O=C(NCCC1=CCCCC1)c1ccc2c(c1)ncn2-c1ccc(F)c(F)c1,-1%,.,.,20,.,.,0%
CC(=O)Nc1ccc(NC(C)=O)c(NC2OCC(O)C(O)C2O)c1 (stereo not drawn),3%,-5%,7%,?,-4%,-17%,4%
COc1ccccc1CNC(=O)C1CCCN(S(C)(=O)=O)C1 (stereo not drawn),-3%,16%,-8%,-4,.,14%,1%
CCN(CC)S(=O)(=O)c1ccc(N2CCN(S(=O)(=O)c3ccc4c(c3)OCCO4)CC2)nc1,?,?,4%,-37,23%,-5%,2%
CCCS(=O)(=O)c1c(S(=O)(=O)CCC)c2c(N)cccn2c1C(=O)c1ccc(F)cc1,4%,?,-14%,-7,-5%,20%,-10%
O=C(COC(=O)c1ccccn1)NCc1ccccc1Cl,1%,30%,-1%,-20,-27%,18%,6%
Cc1noc(C)c1S(=O)(=O)N1CCC(C(=O)N2CCN(C(=O)c3ccco3)CC2)CC1,0%,2%,-10%,72,81%[activator],18%,2%
Cc1c(NC(=S)NC(=O)CCc2ccccc2)c(=O)n(-c2ccccc2)n1C,3%,8%,-4%,-11,-5%,-11%,-3%
O=C(Cn1cc(S(=O)(=O)N2CCN(c3ccccc3F)CC2)c2ccccc2c1=O)Nc1cccc(C(F)(F)F)c1,14%,.,.,-1,.,.,1%
O=C(Cc1ccc(NC(=O)C2CCN(C(=O)c3ccccc3)CC2)cc1)Nc1ccc(C(=O)N2CCOCC2)cc1,.,-8%[8.37 µM],.,41,.,-19%,3%
COc1ccc(-c2cn3c(C)c(C(=O)N4CCc5ccccc5C4)sc3n2)cc1,-4%,?,-2%,.,8%,-10%,-3%
CCOC(=O)C1=C(COC(=O)C(C)(C)Oc2ccc(Cl)cc2)NC(=O)NC1C (stereo not drawn),1%,-15%,.,-4,2%,8%,2%
CC(C)c1ccc(CSc2ccc(S(=O)(=O)N3CCOCC3)cn2)cc1,8%,7%,.,-35,4%,-6%,-9%
CCC(=O)N1CCc2cc(Br)cc(S(=O)(=O)CCC(=O)Nc3ccc(C)c(C)c3)c21,4%,.,.,?,.,.,-15%
COc1ccc(Cl)cc1C=CC=NNS(=O)(=O)c1ccc(C)cc1,.,?,.,-36,.,-17%,-2%
O=C(CN1C(=O)NC(Cc2c[nH]c3ccccc23)C1=O)NC1CC1 (stereo not drawn),-3%,5%,0%,-1,-8%,-7%,5%
Cc1cccc(/C(N)=N/OC(=O)c2ccc3c(c2)OCO3)c1,-12%,3%,4.5µM*,25,-24%,-7%[11.6 µM],?
COc1cc(CNCCC2CCOC(C)(C)C2)ccc1O (stereo not drawn),3%,-6%,3%,4,-5%,8%,-3%
CCOCCCNC(=O)CN1CCN(S(=O)(=O)c2ccc3c(c2)CCC3)CC1,-12%,-1%,.,0,81%[activator],-7%,0%
CCCNC(=O)C1CCN(S(=O)(=O)c2c(C)noc2/C=C\c2ccc(OC)cc2)CC1,-5%,-25%,11%,-8,17%,-4%,-2%
CC(=O)N1c2ccc(S(=O)(=O)NCCC(=O)NC3CCC(C)CC3)cc2CC1C (stereo not drawn),1%,4%,-1%,-17,0%,7%,1%
COc1ccc2nc(NC(=O)CC3Oc4ccccc4NC3=O)sc2c1 (stereo not drawn),6%,-18%,11%,-34,-32%,-2%,-2%
CCN(CC(=O)Nc1ccccc1C(F)(F)F)C(=O)c1cccc(N2C(=O)CCC2=O)c1,-18%,4%,.,?,-8%,2%,-1%
O=S(=O)(N/N=C\c1c(F)cccc1Cl)c1ccc(Cl)cc1,-8%,10%,6%,-4,-21%,-1%,-2%
O=C(O)CSc1nnc(CNc2ccc(F)cc2)n1-c1ccccc1,0%,-8%,-4%,35,-10%,36%[activator],-2%

# A second format for two compounds above.
# The line under a structure holds: AmpC detergent	HCV inhibitor	LmPK inh	HCMV inh	AmpC inh no detg	AMA1 RON2 block	TbPYK inhibitor
> N/C(=N\OC(=O)c1ccco1)c1cccnc1
 : -5%	-3%	-10%	-18	0%	6%	1%
> O=C(NC(=S)NNC(=O)c1ccccc1F)c1cccnc1
 : 8%	15%	-6%	35	-12%	-7%	-22%

# (next part)
SMILES,AmpC detergent,HCV inhibitor,LmPK inh,HCMV inh,AmpC inh no detg,AMA1 RON2 block,TbPYK inhibitor
CCn1ncc(/C=N\NC(=O)COc2cc(C)cc(C)c2)c1C,-7%,-23%,4%,?,-9%,2%,0%
O=C1CCC(C(=O)Nc2ccccc2N2CCCC2)=NN1,-9%,?,.,-17,-16%,77%[activator],1%
c1ccc(CN2OCC3Cn4c(nc5ccccc54)C32)cc1 (stereo not drawn),2%,20%,-2%,25,-31%,20%,1%
CCc1nn(CC(=O)NCCC(C)C)c(=O)c2cc3occc3n12,2%,.,.,-19,.,.,2%
O=C(CN1CCOCC1)c1ccc(Br)cc1,-4%,20%,6%,23,-13%,3%,-2%
CC1(C)Oc2nc3ccccc3n2/C1=C\C#N,?,-7%,-1%,10,-5%,-3%,-13%
Cc1cccc(CCNC(=O)CCCOc2cc(=O)n(C)c3ccccc23)c1,4%,-29%,11%,86,105%[activator],11%,0%
Cc1ccc(/C=C(\C#N)c2nn(-c3ccccc3)c(N)c2C#N)cc1,2%,?,1%,-26,-6%,-7%,-15%
Fc1cc(F)c(C2SCCN2C(=S)Nc2cccc(C(F)(F)F)c2)c(F)c1 (stereo not drawn),8%,-18%,7%,-1,-9%,-13%,-1%
CC(=O)Nc1ccc(Nc2nccc(C)n2)cc1,.,.,.,27,.,12%,2%
COCCNC(=O)C(=O)NCC1CCCN1S(=O)(=O)c1cccs1 (stereo not drawn),.,.,.,22,.,0%,5%
O=C(NCc1cccnc1)c1cccc(OC2CCN(Cc3ccc(CO)o3)CC2)c1,2%,4%,-2%,7,26%,-12%,6%
Cc1ccc(-c2nc3cc(Cl)ccc3o2)cc1NC(=O)c1cc2ccccc2o1,-3%,.,.,95,.,.,1%
COc1ccc(Br)cc1/C=C/C(=O)OCC(=O)NCCc1ccc(S(N)(=O)=O)cc1,.,-18%,.,18,-19%,7%,1%
COc1cc(C2NC(=O)CCC2[N+](=O)[O-])cc(Br)c1OC (stereo not drawn),-2%,6%,0%,-31,-12%,-5%,-6%
COc1ccc(CNCC(O)COc2ccc(C)cc2[N+](=O)[O-])cc1 (stereo not drawn),6%,-4%,2%,24,2%,9%,-2%
CCOC(=O)c1c(NC(=O)c2cccs2)sc2c1CCN(C(=O)OCC)C2,0%,?,1%,-37,-14%,7%,-6%

# Source: PubChem
